Bioassay records deposited in PubChem by Sanford-Burnham Center for Chemical Genomics.
Hsp70 displacement: small molecules displacing fluorescent ligand from Hsp70 – biochemical, fluorescence polarization, primary screen (AID 583); Hsp70 fluorescence polarization probe displacement, mP; higher % means a stronger effect; one-dose displacement, % at 20 µM; IC50 in µM for titrated hits; 140,000 compounds, 0.06% hits; in the data active means displacement above about 50%;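 further: plate controls were vehicle for no effect and reference ligand for full effect; a part of the inactive calls stands beside numbers as strong as those of hits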
MKP-3 inhibition: MKP-3 phosphatase inhibitors, primary screen, biochemical, rat enzyme, in vitro (AID 425) | recombinant MKP-3 phosphatase activity, fluorescence; higher % means a stronger effect | inhibition, % at 20 µM, or IC50 in µM where a hit was titrated | 110,000 compounds, 0.17% hits; in the data active means inhibition above about 50%;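 further: plate controls were vehicle for no effect and reference inhibitor for full effect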
* = called active by the depositor; x = not tested or not shown; & = joins results of further samples. The list is partial; the hit share may differ from the screen's.

SMILES	Hsp70 displacement	MKP-3 inhibition
O=C(Nc1ccccc1)C1CC(=O)N(C2CCCCC2)C1 (configuration not stated)	3.5%&1.5%	1%&3%
O=C(Nc1ccc(N2CCN(C(=O)c3ccccc3)CC2)cc1)c1cc2ccccc2o1	-4.9%	-11%
O=C(c1ccc(CNS(=O)(=O)c2cccc(C(F)(F)F)c2)cc1)N1CCOCC1	1.7%	-3%
O=C(CCS(=O)(=O)c1cc(Br)cc2c1N(C(=O)C1CC1)CC2)NCC1CCCO1 (configuration not stated)	-4.7%	-7%
O=C1NN(c2ccccc2)C(=O)/C1=C/c1cccc(Cl)c1	0.3%	4%
CCCOC(=O)C1=C(C)NC2=C(C(=O)CCC2)C1c1cccs1 (configuration not stated)	3.1%	-3%
CCNc1nc(N)nc(Oc2ccc(OCC)nn2)n1	-2.2%	-3%
COc1ccc(-c2nc(-c3ccc(OC)c(OC)c3)no2)cc1	-0.1%	3%
CC(=O)Nc1cc(NC(C)=O)c(CC(C)C)s1	2.9%	-13%
c1ccc(-n2ncc3c(NCC4CCCO4)ncnc32)cc1 (configuration not stated)	-0.1%	-8%
COc1ccc(NC(=O)CCOc2ccccc2)cc1	-5.0%	x
CCOC(=O)Nc1sc(C)nc1-c1ccccc1	-0.4%&-0.2%	-4%&0%
O=C(N/N=C\c1cccc([N+](=O)[O-])c1)c1cncc(Br)c1	4.6%	-6%
CCN(Cc1ccccc1)S(=O)(=O)c1ccc(S(=O)(=O)N2CCN(CCC#N)CC2)cc1	-3.2%	-6%
O=C(OC1CSc2nc3ccccc3n2C1)c1ccco1 (configuration not stated)	-0.4%	-5%
Cc1ccc(-c2n[nH]c(=O)c3ccccc23)cc1S(=O)(=O)NCCN1CCOCC1	0.6%	-2%
COc1ccccc1NC(=O)Nc1ccc2c(c1)OCCO2	8.1%	-2%
CCOC(=O)c1c(NC(=O)c2ccc(Cl)c([N+](=O)[O-])c2)sc2c1CCC2	-4.5%	4%
CCN(CC)C(=O)C(=O)N/N=C/c1cccc(OC)c1	-5.4%	0%
Cc1ccc(Cl)c2c1NC(=O)C2(O)CC(=O)c1ccc(F)cc1 (configuration not stated)	7.6%	x
COc1ccc(C(=O)/C=C/c2cc3c(cc2Br)OCO3)cc1OC	-3.9%	0%
CCOC(=O)N1CCC(NC(=O)c2ccc3snnc3c2)CC1	4.6%	0%
S=C(Nc1cccc2ccccc12)N1CCN(C(c2ccccc2)c2ccccc2)CC1	-1.0%	0%
COc1cc(OC)c(C(=O)NC2CC(C)(C)NC(C)(C)C2)cc1OC	-1.6%	-10%
Cc1ccc(OCCOc2ccc(Cl)cc2C=O)cc1	-4.1%	4%
CSc1cc(-c2ccccc2)n(Cc2ccc(Cl)cc2Cl)c(=O)c1C#N	16%	x
O=C(CO/N=C/c1ccccc1)N1c2ccccc2Oc2ccccc21	3.3%	x
Cc1oc2c(CN3CCCC3)c(O)ccc2c(=O)c1-c1ccc(Br)cc1	6.9%	-1%
CC1CCCCC1NC(=O)c1nnc(Cc2ccc(Cl)cc2)o1 (configuration not stated)	12%	0%
O=C(O)CCc1cc(I)c(Oc2ccc(O)c(I)c2)c(I)c1	5.5%	-2%
CCn1c2ccccc2c2cc(NC(=O)Cc3ccc(S(=O)(=O)N4CCOCC4)s3)ccc21	-14%	-17%
Oc1ccc(Br)cc1-c1nnc2ccc3ccccc3n12	-2.4%	2%
CCC(C)c1ccc(OCCOc2ccc(Br)cc2/C=N/n2cnnc2)cc1 (configuration not stated)	3.0%	3%
CCOC(=O)c1c(NC(=O)CSc2nc3ccccc3[nH]2)sc2c1CCCC2	-8.5%	3%
O=C(CSc1nnc(-c2csc3c2CCCC3)o1)Nc1ccccc1	-0.3%	1%
Cc1nn(CC(=O)Nc2ccccc2C(F)(F)F)c(C)c1[N+](=O)[O-]	3.3%	0%
Cc1ccc2nc(SCC(=O)Nc3ccc(Br)cc3)[nH]c2c1	3.3%	-3%
O=C(O)c1cc2n(n1)C(C(F)(F)F)CC(c1ccccc1)N2 (configuration not stated)	1.7%	-7%
CC1=C(C(=O)Nc2ccc(C)cc2)C(c2ccc(Cl)cc2Cl)NC(=S)N1 (configuration not stated)	5.8%	0%
CC1Cc2ccccc2N1C(=O)CSCC(=O)O (configuration not stated)	1.1%	4%
COc1ccc(OC)c2c(C)cc(N3CCCN(C)CC3)nc12	x	4%
O=C(Nc1nc(-c2ccc(F)cc2)cs1)c1ccccc1[N+](=O)[O-]	-0.8%	0%
CC(C(=O)NC1CCCc2ccccc21)N1CCN(Cc2ccc3c(c2)OCO3)CC1 (configuration not stated)	-3.6%	-6%
CN(C)c1ccc(-c2ncnn2-c2ccc(Cl)cc2)cc1	-1.3%	-1%
COc1cc(/C=C2\SC(=S)N(C3CCCCC3)C2=O)ccc1OC(=O)c1cccc(C)c1	1.9%	4%
CCNCC(=O)N1c2ccccc2CCc2ccc(NC(C)=O)cc21	3.1%	x
COc1ccc(-n2cnc3c(sc4nccc(N(C)C)c43)c2=O)cc1	1.3%&-0.8%	-7%&0%
CC(C)CC[n+]1ccn(C2=C([O-])c3ccccc3C(=O)/C2=N\S(=O)(=O)c2ccccc2)c1	8.1%	x

Next section; the last four above are carried over.
SMILES	Hsp70 displacement	MKP-3 inhibition
COc1cc(/C=C2\SC(=S)N(C3CCCCC3)C2=O)ccc1OC(=O)c1cccc(C)c1	1.9%	4%
CCNCC(=O)N1c2ccccc2CCc2ccc(NC(C)=O)cc21	3.1%	x
COc1ccc(-n2cnc3c(sc4nccc(N(C)C)c43)c2=O)cc1	1.3%&-0.8%	-7%&0%
CC(C)CC[n+]1ccn(C2=C([O-])c3ccccc3C(=O)/C2=N\S(=O)(=O)c2ccccc2)c1	8.1%	x
Clc1cccc(CSC2=NCCCN2)c1	2.9%	x
CCOc1ccc(-c2cc(C)n3nc(C(=O)O)cc3n2)cc1	-0.2%	4%
O=C(Nc1ccc(Cl)cc1)Nc1nnc(Cc2ccc(F)cc2)s1	-1.9%	2%
CCOc1ccccc1-n1c(SCC(=O)NCc2ccco2)nnc1-c1ccncc1	2.4%	0%
COc1ccc(-c2ccc(-c3nc(-c4ccccc4Cl)no3)cc2)cc1	-7.0%	4%
COc1ccc(S(=O)(=O)N(C)CC(=O)N2CCOCC2)cc1Cl	2.0%	-8%
Cc1cc(NC(=O)c2ccc3c(c2)C2C=CCC2C(c2ccc(F)cc2)N3)ccc1[N+](=O)[O-] (configuration not stated)	-6.6%	3%
N#CC1=C(N)Oc2n[nH]c(-c3cccs3)c2C1C1CCCCC1 (configuration not stated)	-1.5%	x
Cc1cc(C)n2nc(SCc3nc4ccccc4[nH]3)nc2n1	2.7%	-3%
COCc1cc(C(C)=O)ccc1OC	-0.8%	x
O=C(NCCN1CCOCC1)c1ccc2c(c1)ncn2C1CCCC1	-1.5%	-2%
O=C(O)C(=O)/C(=C\c1cccc2ccccc12)c1ccc2ccccc2n1	0.4%	x

Ordered by count of non-hydrogen atoms (smallest number first): three of the compounds above.
SMILES	Hsp70 displacement	MKP-3 inhibition
COc1ccc(S(=O)(=O)N(C)CC(=O)N2CCOCC2)cc1Cl	2.0%	-8%
O=C(NCCN1CCOCC1)c1ccc2c(c1)ncn2C1CCCC1	-1.5%	-2%
CCOc1ccccc1-n1c(SCC(=O)NCc2ccco2)nnc1-c1ccncc1	2.4%	0%

Other compounds.
SMILES	Hsp70 displacement	MKP-3 inhibition
Cc1cccc(NC(=O)C2C3C=CC(C3)C2C(=O)O)n1 (configuration not stated)	-4.1%	0%
COc1ccc(CC(=O)Nc2sc3c(c2C(=O)Nc2ccc(Cl)cc2)CCC3)cc1	0.8%	0%
O=C(CSc1nnc(CNC(=O)c2ccccc2F)o1)c1ccc(Cl)cc1	x	2%
CC1(C)CC(CCN(Cc2ccccc2)C(=O)c2ccco2)(c2ccccc2)CCO1 (configuration not stated)	-3.9%	0%
Cn1c(NC(=O)C2CCCO2)cc(=O)n(C)c1=O (configuration not stated)	3.3%	-5%
N#CCc1nc(-c2ccc([N+](=O)[O-])cc2)cs1	-4.1%	3%
COc1cc(OC)cc(C(=O)N2CCN(Cc3ccccc3OC)CC2)c1	1.0%	0%
CS(=O)(=O)c1nncn1-c1ccccc1	7.4%	x
O=C(Nc1ccc(-c2cnc(-c3ccc(NC(=O)c4ccccc4Cl)cc3)nc2)cc1)c1ccccc1Cl	2.9%	-5%
COc1ccc(OC)c2[nH]c(=O)c(CCNC(=O)c3ccc(Br)o3)cc12	5.1%	x
Cc1nn(Cc2ccccc2)c(Cl)c1C(=O)NCc1ccc(C)n1C	3.8%	-2%
CCOc1ccc(-n2c(=S)sc3c(=O)[nH]c(SCC(=O)NC(C)CC)nc32)cc1 (configuration not stated)	1.1%	x
c1ccc(-c2nnc(-c3ccco3)n2-c2ccccc2)cc1	0.0%	2%
COc1ccc(NC(=O)c2c(NC(=O)C(Cl)(Cl)Cl)sc3c2CCC3)cc1	3.2%	-2%
COc1cccc(NS(=O)(=O)c2ccc3[nH]cc(C(=O)NCCCOC(C)C)c(=O)c3c2)c1	-1.1%	-5%
C#CCN1C(=O)C(O)(CC(=O)c2ccc3c(c2)OCCO3)c2ccccc21 (configuration not stated)	-0.1%	-6%
CC(C)n1c(SCc2ccccc2F)nc2c1c(=O)n(C)c(=O)n2C	1.6%	4%
COC(=O)c1sc(N)c(C(=O)OC)c1CSc1nc2sc3c(c2c(=O)n1C)CCC3	x	-12%
Cc1csc(NC(=O)C2CCCC2)n1	-3.1%	x
N=c1n(CCO)c2ccccc2n1Cc1ccc(Cl)cc1	-0.4%	-2%
CC(=O)c1ccc(OCC(O)CN2CC(C)OC(C)C2)cc1 (configuration not stated)	-9.8%	x
O=C(CCCSc1nc2sc3c(c2c(=O)[nH]1)CCC3)NCCCO	-0.1%	3%
Cc1ccoc1C(=O)NCCCNC(=O)c1occc1C	-1.0%	2%
Cc1ccc(N2C(=O)CSC23C(=O)Nc2ccccc23)cc1Cl (configuration not stated)	0.9%	-1%
CC1=NN2C(=N)/C(=C\c3ccc(SCc4ccccc4)o3)C(=O)N=C2S1	3.5%	x
c1ccc(Cc2nnc3sc(-c4cccs4)nn23)cc1	4.3%	-2%
Cc1ccc(S(N)(=O)=O)cc1NC(=O)Cc1ccccc1	7.2%	1%
CCOCCn1c(CN2CCCCC2C)nc2c1c(=O)n(C)c(=O)n2C (configuration not stated)	4.2%	-10%
CCOc1ccc2nc(Cl)c(/C=C/C(=O)c3ccco3)cc2c1	-0.3%	x
CC(Sc1ccc(Cl)cc1)C(=O)NCCc1ccccc1 (configuration not stated)	-3.0%	2%
OCCNc1nc(-c2cccnc2)nc2ccccc12	-2.3%	-5%
COC(=O)C12CC3CC(C1)CC(n1cnc(Cl)n1)(C3)C2	-2.3%	x
O=C(CSc1nnc(Cc2cccs2)n1Cc1ccco1)Nc1cccc(Cl)c1	-0.6%	1%
CCN(CC)S(=O)(=O)c1cccc(-c2nnc(SCC(=O)NC3CCCCCC3)n2N)c1	-1.1%	x
O=C(O)CCc1nn2c3ccccc3n(CCN3CCCCC3)c2nc1=O	4.5%	x
O=C(NCC(c1cccnc1)N1CCN(c2ccccc2F)CC1)c1ccccc1 (configuration not stated)	0.1%	-2%

Record cards (already shown). Order of values: Hsp70 displacement | MKP-3 inhibition
Listed for O=C(O)CCc1nn2c3ccccc3n(CCN3CCCCC3)c2nc1=O → 4.5% | x
Listed for CC1=NN2C(=N)/C(=C\c3ccc(SCc4ccccc4)o3)C(=O)N=C2S1 → 3.5% | x

(list continues)
SMILES	Hsp70 displacement	MKP-3 inhibition
O=C(c1ccccc1NS(=O)(=O)c1ccc(Br)s1)N1CCOCC1	-2.8%	-9%
Cc1cccc(N2C(=O)CC(N3CCN(c4cccc(C(F)(F)F)c4)CC3)C2=O)c1 (configuration not stated)	0.9%	-4%
O=C(O)c1ccc2nc3cc(N4CCOCC4)c(N4CCOCC4)cc3nc2c1	-2.3%	0%
O=c1[nH]c2ccc(S(=O)(=O)N3CCN(C4CCCCC4)CC3)cc2[nH]c1=O	3.2%	-6%
O=C(NCc1ccco1)C1c2ccccc2Oc2ccccc21	2.0%&1.8%	-13%&3%
Cc1ccc(-c2cc(C(=O)N/N=C/c3ccccc3)[nH]n2)cc1	2.9%	0%
COc1ccc(C2C(C(=O)OC(C)C)C(=O)CC(C)(O)C2C(=O)OC(C)C)cc1OC (configuration not stated)	3.2%	0%
COc1ccc(/C=N/Nc2nccnc2Cl)cc1	6.4%	x
CCS(=O)(=O)c1nc2ccccc2n1CC(=O)N1CCCCC1	0.8%	2%
COc1ccc2[nH]cc(C(=O)CN3CCN(C(=O)c4ccco4)CC3)c2c1	-0.2%	-5%
CCC(=O)N(Cc1cc(=O)[nH]c2ccccc12)C1CCCCC1	5.8%	-8%
COc1ccc(-n2c(SCC(N)=O)nnc2-c2ccccc2F)cc1	5.7%	-8%
CSc1ccccc1-n1nnnc1SCC(=O)Nc1ccccc1C	1.9%	x
COc1ccc(NC(=O)Nc2cccc(C)n2)cc1	0.4%	-2%
Cc1ccc(C(C(=O)NC2CCCCC2)N(Cc2ccco2)C(=O)Cn2cnc3ccccc32)cc1 (configuration not stated)	-1.0%	x
COc1cccc(C(=O)Nc2cccc(OCC(=O)O)c2)c1	7.3%	x
COc1cc(/C=C2\SC(=S)N(CCCCCCCCCCC(=O)O)C2=O)ccc1O	-6.3%	1%
CC(=O)c1c(C)n(S(=O)(=O)c2ccccc2)c2ccc(NS(=O)(=O)c3ccccc3)cc12	-4.1%	-2%
Oc1cccc(Nc2nc(-c3ccccn3)cs2)c1	-0.1%	0%
Cc1cc(C)c(S(=O)(=O)N(CC(=O)O)C2CCCCC2)c(C)c1	-6.9%	0%
Cc1cnnc2c1-c1nonc1CC2	0.2%	-5%
Cc1cc(N2CCN(C)CC2)nc2ccc(NC(=O)c3ccc4c(c3)OCO4)cc12	-5.5%	8%
CC(=O)N1CCn2c3c(c(=O)c4cc(C)ccc42)CCC31 (configuration not stated)	4.6%	0%
